Screening data from PubChem.
CIT2 TOR yeast: alters CIT2-GFP fluorescence in TOR pathway yeast screen; AID 2029; S. cerevisiae CIT2-GFP strain, flow cytometry, 3 h; 100 means same as DMSO wells; GFP response vs DMSO, % at 10 µM; actives 0.065% (n = 320,000);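 active means GFP response relative to DMSO above a set limit, near the screen mean plus 3 SD, cut at about 150% in these data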;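 further: ratio of well median GFP fluorescence to mean of DMSO wells on the plate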
procasp3 activ: activators of human procaspase-3 | recombinant procaspase-3 D3A, Ac-DEVD-pNA absorbance 405 nm | activation, % at 8.5 µM | actives 0.11% (n = 330,000) | AID 463141;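 active means activation above the mean of all tested compounds plus 3 SD, cut at about 21% in these data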;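 further: 0% = DMSO alone and 100% = DMSO wells spiked with extra 5 µM PC-3 D3A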
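Test system: Procaspase-3 D3A mutant; medium: Zinc-free HEPES/NaCl buffer with 0.01% Triton X-100 at pH 7.4; reagent: DEVD-pNA substrate; doses: one concentration, 8.5 µM nominal, 0.8% DMSO; times: 1 h preincubation plus 2 h reaction at 25 °C; signal: Epi-absorbance at 405 nm of released p-nitroaniline, 0 and 120 min; replicates: singlicate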
AGP1-GFP MLPCN: alters AGP1-GFP fluorescence in TOR pathway yeast screen | AID 2066 | actives 0.02% (n = 320,000) | GFP response vs DMSO, % at 10 µM | S. cerevisiae AGP1-GFP multiplex flow cytometry, 3 h; GFP as percent of DMSO wells;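 active means GFP response relative to DMSO above a set limit, near screen average plus 3 SD, cut at about 150% in these data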;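 further: median GFP channel fluorescence of the gated AGP1 strain per well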
MEP2-GFP yeast: yeast TOR pathway MEP2-GFP modulation; S. cerevisiae MEP2-GFP strain, flow cytometry GFP, 3 h; 100% = DMSO control level; GFP response vs DMSO, % at 10 µM; actives 0.51% (n = 330,000);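 active means GFP response versus DMSO above a set limit, roughly screen mean plus 3 SD, cut at about 180% in these data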;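 further: median GFP fluorescence of the barcode-gated MEP2-GFP cells per well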
LAP4 TOR yeast: modulators of TOR pathway LAP4-GFP in S. cerevisiae; GFP response vs DMSO, % at 10 µM; S. cerevisiae LAP4-GFP multiplex, flow cytometry GFP, 3 h; median GFP as percent of DMSO wells; actives 0.34% (n = 320,000);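 active means GFP response vs DMSO above a set limit, about the screen mean plus 3 SD, cut at about 150% in these data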
AHR activator: activates the human aryl hydrocarbon receptor; P35869; activation, % at 5 µM; AHR-responsive luciferase reporter cells, luminescence; AID 2796; actives 2.5% (n = 320,000); in the data active means activation above about 47%;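 further: 0% = vehicle wells and 100% = reference agonist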
Target sequence (P35869 whole entry, looked up): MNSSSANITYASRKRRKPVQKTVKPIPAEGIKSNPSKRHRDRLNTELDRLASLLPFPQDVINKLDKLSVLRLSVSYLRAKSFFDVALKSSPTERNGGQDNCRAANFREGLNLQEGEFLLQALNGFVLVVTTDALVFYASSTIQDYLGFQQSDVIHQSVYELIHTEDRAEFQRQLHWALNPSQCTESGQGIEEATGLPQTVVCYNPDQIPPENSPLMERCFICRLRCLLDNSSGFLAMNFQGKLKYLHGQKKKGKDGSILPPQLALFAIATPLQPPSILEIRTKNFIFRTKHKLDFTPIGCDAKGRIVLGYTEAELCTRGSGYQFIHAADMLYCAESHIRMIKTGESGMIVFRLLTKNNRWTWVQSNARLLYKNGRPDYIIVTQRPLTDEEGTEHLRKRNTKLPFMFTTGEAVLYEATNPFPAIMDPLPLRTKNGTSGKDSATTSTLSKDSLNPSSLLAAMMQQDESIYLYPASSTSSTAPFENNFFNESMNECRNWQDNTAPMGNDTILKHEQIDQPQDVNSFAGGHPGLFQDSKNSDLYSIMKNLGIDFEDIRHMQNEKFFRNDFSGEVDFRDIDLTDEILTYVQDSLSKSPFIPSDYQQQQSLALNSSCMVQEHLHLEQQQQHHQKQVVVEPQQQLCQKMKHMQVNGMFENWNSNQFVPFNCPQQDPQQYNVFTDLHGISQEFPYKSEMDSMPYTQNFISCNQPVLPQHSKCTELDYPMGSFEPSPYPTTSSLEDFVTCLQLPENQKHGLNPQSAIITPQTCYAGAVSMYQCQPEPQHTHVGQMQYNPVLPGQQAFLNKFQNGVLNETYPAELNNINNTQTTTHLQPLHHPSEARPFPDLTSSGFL
RPL19A-GFP yeast: yeast TOR pathway RPL19A-GFP modulation; actives 0.3% (n = 330,000); percent response vs DMSO, % at 10 µM; S. cerevisiae RPL19A-GFP strain, flow cytometry, 3 h; stronger effect = lower value;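 active means percent response vs DMSO below 50%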;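 further: median channel GFP fluorescence of the barcoded RPL19A-GFP strain; ratio of sample median GFP to plate DMSO average so 100% = DMSO; lower means less RPL19A-GFP as with rapamycin TOR inhibition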
proCasp7 act: counter-screen for procaspase-3 activators: activators of human procaspase-7; actives 0.093% (n = 330,000); activation, % at 8.5 µM; recombinant procaspase-7, Ac-DEVD-pNA absorbance 405 nm; D23A/D198A/D206A triple mutant, cannot self-cleave; scale: DMSO 0, 5 µM enzyme 100; P55210; AID 463210;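 active means percent activation above the screen-wide mean plus 3 SD, cut at about 25% in these data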
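Assay system: Uncleavable procaspase-7 mutant enzyme; Input: 2 µM procaspase-7 mutant as dispensed; Also added: DEVD-pNA substrate; Medium: Zinc-free HEPES pH 7.4 with 300 mM NaCl, 0.01% Triton X-100; Timing: 1 h compound preincubation, 2 h substrate cleavage, 25 °C; Measured by: Epi-absorbance of released pNA at 405 nm, two timepoints.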
* marks the source's active call; other numbers are inactive results; . = not tested or not shown.

SMILES	CIT2 TOR yeast	procasp3 activ	AGP1-GFP MLPCN	MEP2-GFP yeast	LAP4 TOR yeast	AHR activator	RPL19A-GFP yeast	proCasp7 act
CCOc1ccccc1-n1c(SCC(N)=O)nnc1-c1ccco1	101	2	101	104	98	-2	100	2
Cc1nc(=O)c(-c2ccccc2)c(C)n1-c1ccc(C(=O)O)cc1	94	3	102	99	87	5	100	-3
COc1ccc([N+](=O)[O-])cc1NC(=O)C(C)OC(=O)C1CCC1 (configuration not stated)	90	-5	97	97	104	0	96	14
COc1cc(OC)cc(-n2nnnc2SCC(=O)NCCc2ccc(OC)c(OC)c2)c1	96	-1	115	108	101	12	110	7
COc1ccc(CCNC(=O)COc2ccc(C)nc2[N+](=O)[O-])cc1OC	105	6	93	99	90	2	97	1
O=C(COC(=O)c1ccc(F)c(S(=O)(=O)N2CCOCC2)c1)NCc1ccco1	91	1	87	99	85	-1	83	5
CS(=O)(=O)C1=NN2C(=N)/C(=C\c3ccc(OC(=O)c4ccco4)cc3)C(=O)N=C2S1	102	6	102	103	99	-1	103	-13
COc1ccccc1C1NC(=O)c2ccccc2O1 (configuration not stated)	95	6	97	108	90	3	106	-7
COC(=O)c1cc2ccsc2n1Cc1nc(-c2ccc(OC)cc2)oc1C	81	0	84	98	102	9	93	3
CCOC(=O)c1ccoc1CSCc1ccc(C(=O)OC)o1	95	0	101	99	110	1	102	-7
CC(C)N1CCC(NC(=O)NC2CCCCC2)CC1	102	3	104	106	100	2	100	6
CCOc1cc(S(=O)(=O)NCCc2cccc(C)c2)c(OCC)cc1-n1cnnn1	101	-1	98	111	108	4	99	4
CCc1ccc(-c2cc(C(=O)NN3CCOCC3)c3ccccc3n2)s1	98	-1	90	106	100	0	96	4
Cc1cc(C(=O)CSc2nnc(N)s2)c(C)n1CCc1ccc(F)cc1	102	6	102	107	109	3	99	-8
CC(Sc1n[nH]c(-c2cccs2)n1)C(=O)N1CCCC1 (configuration not stated)	95	-7	96	97	94	6	97	9
CCCC(=O)Nc1nnc(-c2ccccc2)o1	100	7	104	103	106	-1	106	-5
COc1cc2cc(C#N)c(SCC(=O)N3CCOCC3)nc2cc1OC	98	0	99	100	101	2	97	6
C=C(C)CN1CCN(c2ccc(N3C(=O)CCCC3=O)cc2[N+](=O)[O-])CC1	100	4	93	105	95	2	101	8
COc1cc(NC(=S)N2CCC(C(O)(c3ccccc3)c3ccccc3)CC2)cc(OC)c1	101	-9	98	100	96	5	106	-14
Oc1ccc2ccccc2c1CNc1ccc(Br)cc1	107	-22	90	103	78	27	108	-20
Cc1nc2ccccc2n1CC(O)COCC1CC=CCC1 (configuration not stated)	99	3	100	104	97	-7	103	-8
CC1=C(C(=O)Nc2ccccc2)C(c2ccccc2)N2C(=O)CSC2=N1 (configuration not stated)	98	12	97	102	101	-3	93	0
Cc1ccccc1SC1CCN(Cc2nc(C3CC3)no2)CC1	101	-1	102	107	87	-1	108	0
Cc1[nH]c2ccc(Br)cc2c(=O)c1CN1CCCCCC1	100	1	98	105	100	1	101	16
Cc1ccc(NC(=O)c2cc(NC(=O)C3CC=CCC3C(=O)O)ccc2N2CCOCC2)cc1Cl (configuration not stated)	108	0	97	105	81	3	101	-7
CC(=O)Nc1ccc(NC(=O)C(C)Sc2n[nH]c(-c3cccs3)n2)cc1 (configuration not stated)	96	-1	101	102	103	22	98	1
COc1cc(/C=C/C(=O)NCCN2CCOCC2)cc(OC)c1OC	103	2	110	106	103	3	106	8
CNC(=O)N(C1=NCC(C)(C)S1)c1ccc(F)c(Cl)c1	109	6	107	105	120	0	94	15
O=C(NCCCN=C1NS(=O)(=O)c2ccccc21)c1ccncc1	107	-5	106	109	111	0	107	-2
CNC(=O)/C(=C\C=C\c1ccccc1)NC(=O)c1ccc([N+](=O)[O-])cc1	.	-2	100	103	100	3	107	1
Cc1ccc(NC(=O)C2CCCN2S(=O)(=O)c2ccc3c(c2)n(C)c(=O)c(=O)n3C)cc1C (configuration not stated)	99	6	104	109	103	0	99	8
Oc1cccc(/C=N/Nc2ccc(Cl)nn2)c1O	97	-15	85	99	90	6	99	-38
Cc1occc1-c1nnc(SCc2nc3ccccc3c(=O)n2CC#N)n1C	98	9	102	106	97	-1	99	-5
CSCCC(NC(=O)COc1ccccc1)C(=O)N1CCN(c2ccccc2O)CC1 (configuration not stated)	91	15	102	92	98	-2	96	8
O=c1[nH]c(SCc2ccc(Cl)cc2)nc2c1CCC2	102	8	105	105	99	-1	104	8
COc1ccc(CNC(=O)c2ccc(NC(=O)C3CCCO3)cc2)cc1 (configuration not stated)	118	-1	104	99	102	2	103	0
O=C(CN1CCN(S(=O)(=O)c2ccccc2)CC1)N1CCCCC1	98	1	96	99	90	-1	95	4
N=c1oc2cc(O)ccc2cc1C(=O)Nc1ccc(Br)cc1	84	2	44	132	84	-2	70	3
CCN(CC(=O)NC(=O)NCc1ccco1)Cc1ccccc1	88	-3	105	100	103	-3	99	-1
CSc1ccc(CN(C)CC(=O)Nc2ccc(C)cc2Br)cc1	106	1	105	107	103	2	105	6
Cn1cccc1-c1nc2ccccc2n1Cc1ccccc1	107	-1	100	102	84	5	102	-9
COc1ccc(C(=O)Nc2ccc(NC(=O)c3cc(OC)c(OC)c(OC)c3)cn2)cc1	100	5	105	103	101	1	100	5
O=C(Cn1cc(C(=O)C2CC2)c2ccccc21)Nc1ccccc1Cl	101	-5	102	106	98	0	104	4
CCN(CC)S(=O)(=O)c1ccc(Nc2cc(C)nc3ncnn23)cc1	101	2	105	108	112	-4	104	0
CCN(CC)C(=S)SCC(=O)Nc1cccc(C(F)(F)F)c1	92	-4	92	93	.	0	98	1
Nc1ccc(-c2nc3ncccc3o2)c(O)c1	100	-14	106	96	112	0	96	-29
O=C(NCCSc1c[nH]c2ccccc12)C1CC1	109	3	108	105	118	3	99	12
NC(=O)c1c(NC(=O)c2ccccc2)sc2c1CCCC2	100	-8	100	103	92	46	103	-18
COc1ccc(-c2sc3ccc(OC)cc3c2-c2ccc(OC)c(F)c2)cc1	98	3	94	95	103	16	98	1
O=C(NCC1COc2ccccc2O1)C1(c2ccccc2)CCCC1 (configuration not stated)	111	2	114	118	115	2	112	-3
CCCCn1c(NCc2ccccc2O)nc2ccccc21	118	-3	112	102	107	0	106	6
CSc1c(CC(=O)Nc2ccccc2Cl)n(Cc2ccccc2)c2ccccc12	108	-5	95	107	96	9	100	4
COc1cccc(CC2(CO)CCN(C(=O)NC3CCCCC3)CC2)c1	102	0	98	101	102	3	100	1
COc1ccc(C2=NN(C(=O)CSc3nc4ncc(Cl)cc4[nH]3)C(c3ccco3)C2)cc1 (configuration not stated)	87	-2	93	88	95	47*	94	-4
NS(=O)(=O)c1cccc(NC(=O)COC(=O)/C=C/c2nc3ccccc3s2)c1	105	2	101	103	99	4	102	-3
CC(=O)n1c2c(c3ccccc31)OC(N)=C(C#N)C2c1cccc(Cl)c1Cl (configuration not stated)	97	-11	90	94	92	49*	95	-12
COc1ccc(Br)cc1/C=N/Nc1cccc(C(=O)O)c1	99	4	99	100	102	13	103	-14
CN(C)CCN1C(=O)c2oc3ccc(Cl)cc3c(=O)c2C1c1cccc(Br)c1 (configuration not stated)	102	2	108	100	96	11	101	-9
COc1ccc(CC(=O)Nc2c3c(nn2C(C)(C)C)CS(=O)C3)cc1 (configuration not stated)	95	0	104	99	105	0	103	-18
O=C(/C=C/c1c(F)cccc1Cl)c1ccc(F)cc1	97	-1	100	100	98	-3	96	7
(next part)
SMILES	CIT2 TOR yeast	procasp3 activ	AGP1-GFP MLPCN	MEP2-GFP yeast	LAP4 TOR yeast	AHR activator	RPL19A-GFP yeast	proCasp7 act
O=c1c(O[C@@H]2O[C@H](CO)[C@@H](O)[C@H](O)[C@H]2O)c(-c2ccc(O)cc2)oc2cc(O)cc(O)c12	92	-7	93	105	95	-2	100	13
Cc1cccc(N2CCN(CC(O)COCc3cccs3)CC2)c1C (configuration not stated)	104	5	108	101	101	3	113	8
COc1ccc(N(CC(=O)Nc2ccccc2C(=O)N2CCOCC2)S(=O)(=O)c2ccc(F)cc2)cc1	92	-4	94	107	90	-2	103	-2
CC(=O)N1CC(C)Sc2ccc(S(=O)(=O)NCc3ccc(F)cc3)cc21 (configuration not stated)	97	-1	95	111	90	3	97	9
CC1=C(C(=O)OCC2CCCO2)C(c2ccc(Cl)cc2)NC(=O)N1 (configuration not stated)	101	6	107	111	108	2	99	8
CCOc1ccc(NC(=O)CSC2=NN3CCCC(=O)N=C3S2)cc1	100	1	99	107	104	8	99	0
CCCCC(CC)C(=O)Nc1cc(C(=O)NCc2ccc(C)cc2)ccc1N1CCC2(CC1)CC(c1cccc(Br)c1)=NO2 (configuration not stated)	130	9	95	92	138	-9	105	-1
CC(=O)Nc1cnn(Cc2ccc(Br)cc2)c1	100	5	101	101	97	-2	101	-1
CCCCC1CCC(C(=O)Nc2ccccc2)CC1 (configuration not stated)	.	-2	105	103	99	-3	105	-1
CCOC(=O)C1=C(COc2ccccc2)NC(=O)NC1c1ccc(Cl)cc1 (configuration not stated)	105	4	89	92	118	0	100	7
Cc1ccc(Cn2c(CN(C)Cc3ccccc3)nc3c2c(=O)n(C)c(=O)n3C)cc1	108	-9	104	100	99	3	101	1
C=CCSc1nnc(-c2cc3c(C(F)(F)F)nn(C)c3s2)n1C	96	6	83	88	90	5	84	-2
CCOC(=O)C1(Cc2cccc(OC)c2)CCCN(Cc2cc(C(C)C)n[nH]2)C1 (configuration not stated)	97	-1	108	96	109	0	97	0
O=C(Nc1ccccc1)c1ccccc1OCc1ccc(F)cc1	91	5	95	105	104	5	99	15
CCCCCOc1ccc(Cn2ccnc2)cc1[N+](=O)[O-]	106	-1	103	106	99	101*	106	2
Cc1ccc2sc(-c3ccc(NC(=O)CCN4C(=O)c5ccccc5C4=O)cc3)nc2c1	85	2	95	87	92	11	95	3

2 compounds from above with just CIT2 TOR yeast, proCasp7 act and RPL19A-GFP yeast.
molecule | CIT2 TOR yeast | proCasp7 act | RPL19A-GFP yeast
CCCC(=O)Nc1nnc(-c2ccccc2)o1 | 100 | -5 | 106
COc1cc2cc(C#N)c(SCC(=O)N3CCOCC3)nc2cc1OC | 98 | 6 | 97

Looked up by compound from the entries so far, five records:
SMILES	CIT2 TOR yeast	procasp3 activ	AGP1-GFP MLPCN	MEP2-GFP yeast	LAP4 TOR yeast	AHR activator	RPL19A-GFP yeast	proCasp7 act
Cn1cccc1-c1nc2ccccc2n1Cc1ccccc1	107	-1	100	102	84	5	102	-9
COc1cc(OC)cc(-n2nnnc2SCC(=O)NCCc2ccc(OC)c(OC)c2)c1	96	-1	115	108	101	12	110	7
CCCCn1c(NCc2ccccc2O)nc2ccccc21	118	-3	112	102	107	0	106	6
COc1ccc(CCNC(=O)COc2ccc(C)nc2[N+](=O)[O-])cc1OC	105	6	93	99	90	2	97	1
Cc1nc2ccccc2n1CC(O)COCC1CC=CCC1 (configuration not stated)	99	3	100	104	97	-7	103	-8

This is a random part of the collection; overall some 3.5% were active at least once.
